NCI-60 one-dose screen, 48 h, at 10 µM unless noted. Numbers give growth in % (100 = growth as untreated, 0 = no growth, -100 = all killed).
SNB-75: SNB-75 CNS cancer; actives 5% (n = 79,000); AID 1794750
SNB-19: SNB-19 CNS cancer cells. actives 2.5% (n = 81,000). AID 1794751
SF-539: SF-539 CNS cancer. AID 1794752. actives 6.8% (n = 81,000)
A498: A498 renal cancer cells; actives 5.4% (n = 76,000)
U251: U251 CNS tumor cells; actives 5.4% (n = 80,000); AID 1794753
NCI-H23: NCI-H23 lung cancer; actives 4% (n = 80,000); AID 1794731
SF-268: SF-268 CNS cancer cells. actives 3.1% (n = 82,000). AID 1794759
SF-295: SF-295 CNS cancer cells. actives 5.6% (n = 79,000)
CAKI-1: CAKI-1 renal cancer; actives 4.7% (n = 75,000)
The depositor's hits bear a star; nt = not tested or not shown; & = joins results of further samples; [ ] = remark or other dose. The calls were made as follows: active = growth percent below 10; inactive = the rest. An unsorted share of the library. About 10% of those tested had a hit in this group.

structure	SNB-75	SNB-19	SF-539	A498	U251	NCI-H23	SF-268	SF-295	CAKI-1
COC(=O)CC[C@H](Nc1nc(N)nc(N(C)C2CCCCC2)c1C=O)C(=O)OC	93	94	92	91	95	98	108	121	102
NCCCNCCSP(=O)(O)O	73&138&105	88&97&113	94&94&111	85&83&117	98&102&121	96&108&106	100&111&136	103&116	79&97&102
N/C(=N\C(N)=N\c1nc2ccccc2s1)c1cccc(C(F)(F)F)c1	82	90	91	106	90	82	94	79	54
Cc1ccccc1CCO	102	108	nt	97	99	100	101	100	100
OCCOc1ccc(-c2cc(-c3ccccn3)nc(-c3ccccn3)c2)cc1	24	21	-6.5*	nt	4.7*	18	15	15	3.1*
CC1=C(C(=O)Nc2ccccc2)C(c2ccc3c(c2)OCO3)NC(=O)N1 (stereo not given)	110	100	102	119	104	91	103	104	105
O=C(Nc1cccc(-n2cc(-c3ccncc3)c(-c3ccc(O)c(Cl)c3)n2)c1)Nc1ccc(Cl)c(C(F)(F)F)c1	-12*	33	-19*	38	-64*	1.1*	3.1*	-26*	-31*
NC1=NN=C(N)C1=Cc1cc2ccccc2n2nnnc12	94	96	102	nt	89	99	99	99	91
COc1ccc(C(=O)/C=C/c2cccs2)c(O)c1	97	94	96	nt	99	99	106	98	55
N=C(N)c1ccc(-c2ccc(-c3cc(Cl)cc(Cl)c3)s2)nc1	105	64	57	92	-36*	76	88	57	31

(list continues)
structure	SNB-75	SNB-19	SF-539	A498	U251	NCI-H23	SF-268	SF-295	CAKI-1
O=C(Nc1ccc(Cl)cc1Cl)Nc1ccc(-c2cccnc2)cc1N1CCC(CO)CC1	39	nt	31	6.4*	30	29	48	82	25
Nc1nc(N)c2c(n1)NC(c1ccccc1)CC(c1ccc(Nc3nc(NCCO)nc(Nc4ccc(Cl)cc4)n3)cc1)=N2 (stereo not given)	112	-77*	71	71	12	41	77	47	61
CC/C(C)=N\O	88	105	101	108	96	104	110	102	98
N#Cc1cccc(-c2cc(-c3ccc4c(c3)OCCO4)[nH]n2)c1	11	37	25	28	30	50	61	27	36
COc1ccc(-c2nc3sccn3c2-c2ccnc(NCCCNS(=O)(=O)c3ccc4ccccc4c3)n2)cc1	85	86	72	nt	67	64	64	61	78
CCCCCCC1OCCN1CC (stereo not given)	93	103	99	107	108	107	112	nt	94
CC1(C)N=C(N)N=C(N)N1c1ccc(S(C)(=O)=O)cc1	82	98	95	76	94	93	111	99	97
CN(C)S(=O)(=O)c1ncnc2nc[nH]c12	86	108	103	101	90	97	97	100	98
CCOC(=O)c1c(NCC(=O)Nc2ccccc2)sc2c1CCCC2	71	96	101	nt	97	93	99	105	100
Oc1ccc(-c2nc3ccccc3nc2-c2ccc(O)cc2O)c(O)c1	56	105	89	nt	95	101	95	99	62

The results go on.
structure	SNB-75	SNB-19	SF-539	A498	U251	NCI-H23	SF-268	SF-295	CAKI-1
CCCCCCCCCCCCCCCCCCNC(=S)N/N=C/c1cc(I)c(O)c(OC)c1	92	114	97	101	101	94	109	102	89
COc1cccc(-c2nn(-c3ccccc3)cc2-c2ccnc(N3CCN(C(=O)Nc4cccc(C(F)(F)F)c4)CC3)c2)c1	32	71	59	76	85	78	92	74	78
O=c1[nH]cncc1F	nt	106	97	96	97	101	106	110	93
Cc1nc2cc(Nc3nc(Nc4ccc(F)cc4)nc(-c4ccccc4)n3)ccc2n1Cc1ccccc1	72	69	100	77	63	nt	76	83	102
CCCC(=O)NNC(=O)CCC	112	104	114	96	nt	103	112	97	88
Fc1ccc(-c2cc3nc(C(Cl)Cl)nc(-c4ccc(Cl)cc4)n3n2)cc1	-2.0*	6.4*	21	-39*	-58*	nt	26	9.8*	-23*
CN(C)c1ccc(/C=N\N2CCCCCC2)cc1	100&95	107&92	80&95	89	93&90	96&86	114&100	111&93	91&83
COc1cc(-c2csc(NC(=O)c3ccc(Cl)c(C(F)(F)F)c3)n2)cc(OC)c1OC	86	113	96	56	91	69	84	73	76
CCC1(c2ccc(C)cc2)Oc2ccccc2-n2c(C#N)c3ccccc3c2C1=O (stereo not given)	75	97	107	89	95	93	98	94	86
Nc1nc(-c2cccc(Br)c2)cc(-c2cc3ccccc3oc2=O)n1	nt	109	110	123	106	96	100	131	92

A second format for part of the listing above:
Each structure is followed by: SNB-75	SNB-19	SF-539	A498	U251	NCI-H23	SF-268	SF-295	CAKI-1
COC(=O)CC[C@H](Nc1nc(N)nc(N(C)C2CCCCC2)c1C=O)C(=O)OC
→ 93	94	92	91	95	98	108	121	102
NCCCNCCSP(=O)(O)O
→ 73&138&105	88&97&113	94&94&111	85&83&117	98&102&121	96&108&106	100&111&136	103&116	79&97&102
N/C(=N\C(N)=N\c1nc2ccccc2s1)c1cccc(C(F)(F)F)c1
→ 82	90	91	106	90	82	94	79	54
Cc1ccccc1CCO
→ 102	108	nt	97	99	100	101	100	100
OCCOc1ccc(-c2cc(-c3ccccn3)nc(-c3ccccn3)c2)cc1
→ 24	21	-6.5*	nt	4.7*	18	15	15	3.1*
CC1=C(C(=O)Nc2ccccc2)C(c2ccc3c(c2)OCO3)NC(=O)N1 (stereo not given)
→ 110	100	102	119	104	91	103	104	105
O=C(Nc1cccc(-n2cc(-c3ccncc3)c(-c3ccc(O)c(Cl)c3)n2)c1)Nc1ccc(Cl)c(C(F)(F)F)c1
→ -12*	33	-19*	38	-64*	1.1*	3.1*	-26*	-31*
NC1=NN=C(N)C1=Cc1cc2ccccc2n2nnnc12
→ 94	96	102	nt	89	99	99	99	91
COc1ccc(C(=O)/C=C/c2cccs2)c(O)c1
→ 97	94	96	nt	99	99	106	98	55
N=C(N)c1ccc(-c2ccc(-c3cc(Cl)cc(Cl)c3)s2)nc1
→ 105	64	57	92	-36*	76	88	57	31
O=C(Nc1ccc(Cl)cc1Cl)Nc1ccc(-c2cccnc2)cc1N1CCC(CO)CC1
→ 39	nt	31	6.4*	30	29	48	82	25
Nc1nc(N)c2c(n1)NC(c1ccccc1)CC(c1ccc(Nc3nc(NCCO)nc(Nc4ccc(Cl)cc4)n3)cc1)=N2 (stereo not given)
→ 112	-77*	71	71	12	41	77	47	61
CC/C(C)=N\O
→ 88	105	101	108	96	104	110	102	98
N#Cc1cccc(-c2cc(-c3ccc4c(c3)OCCO4)[nH]n2)c1
→ 11	37	25	28	30	50	61	27	36
COc1ccc(-c2nc3sccn3c2-c2ccnc(NCCCNS(=O)(=O)c3ccc4ccccc4c3)n2)cc1
→ 85	86	72	nt	67	64	64	61	78
CCCCCCC1OCCN1CC (stereo not given)
→ 93	103	99	107	108	107	112	nt	94

Next section:
structure	SNB-75	SNB-19	SF-539	A498	U251	NCI-H23	SF-268	SF-295	CAKI-1
CC(C)(O)CCCCOc1ccccc1	102	101	106	128	85	103	107	96	99
c1ccc(-c2nnc(-c3c[nH]c4ncccc34)o2)cc1	36	94	86	36	88	97	73	90	41
COc1cc(/C=C/C(=O)c2cccs2)ccc1OCc1ccc(Cl)nc1	119	67	91	100	35	78	85	105	nt
COC(=O)C1OC1c1cc([N+](=O)[O-])ccc1OC (stereo not given)	91	110	98	127	nt	93	102	100	83
COc1ccc(O)c(-c2cc(-c3ccc(Cl)cc3)c(C#N)c(=O)[nH]2)c1	63	70	52	80	47	70	85	62	73
CC(C)C1=CC2=CC[C@@H]3[C@](C)(CCC[C@@]3(C)C(=O)OCC#Cc3ccc([N+](=O)[O-])cc3)[C@H]2CC1	nt	85	87	86	89	83	74	98	94
C=C1CC[C@H](C(C)C)[C@@H]2[C@H]1[C@H]1CC(=C)[C@@H](O)CC[C@@](C)(O)[C@@H]2O1	88	92	98	89	106	82	95	98	95
Cc1ccc2c(n1)C(=O)C(Cl)=C(Nc1ccc(C(=O)OC(C)(C)C)cc1)C2=O	84[9.25 µM]	84[9.25 µM]	100[9.25 µM]	110[9.25 µM]	83[9.25 µM]	75[9.25 µM]	88[9.25 µM]	104[9.25 µM]	-35*[9.25 µM]
C=C1C(=O)O[C@H]2[C@H]1CC/C(Cn1cc(CNCCc3c[nH]c4ccc(OC)cc34)nn1)=C\CC[C@@]1(C)O[C@@H]21	79	98	94	103	99	102	94	104	87
CC(C)CN[C@H]1CS(=O)(=O)C[C@@H]1S(=O)(=O)c1ccc(Cl)cc1	90	94	95	110	103	83	104	102	78

(more compounds)
structure	SNB-75	SNB-19	SF-539	A498	U251	NCI-H23	SF-268	SF-295	CAKI-1
CCOC(=O)/C=C\C(=O)O	91	104	108	73	102	95	99	118	99
CSC1=Nc2c(c(C)c(C)n2CCCCCC(=O)O)C2=NC(=O)CN12	82	103	97	126	91	103	99	114	103
O=S(=O)(NCCCNc1nccc(-c2[nH]c(-c3ccccc3)nc2-c2ccc(F)c(O)c2)n1)c1ccccc1	79	110	105	114	114	97	91	97	105
Cn1cnc([N+](=O)[O-])c1Sc1ncnc2c1ncn2C1OC(CO)C(O)C1O (stereo not given)	50	116	50	83	85	56	62	23	41
COCn1c(C(=O)OC)cc2oc(/C=C3/NC(=S)NC3=O)cc21	87	97	118	666	106	101	114	112	nt
COc1ccc(-c2csc(/N=C3\C(=O)Nc4ccc(C)cc43)n2)cc1	92	100	106	101	92	94	98	105	92
CC(C)=CCCC1=C2[C@H](C[C@@]3(C)[C@H]2C/C(=N\O)[C@H]2[C@@]4(C)CC/C(=N\O)[C@@H](C)[C@@H]4CC[C@@]23C)OC1=O	89	99	103	96	107	81	85	102	71
CC1=CC(C)C(=O)N(C)C(C)=C1 (stereo not given)	103	109	116	111	101	110	111	128	106
CC(=O)NCC1(c2ccccc2)CCN(CC2COc3ccccc3O2)CC1 (stereo not given)	85	107	106	115	99	109	102	87	90
CC(C)C[C@H](C(=O)N[C@@H](C)C(N)=O)N1CC=CCN(O)S1(=O)=O	87[5 µM]	86[5 µM]	104[5 µM]	125[5 µM]	107[5 µM]	110[5 µM]	108[5 µM]	128[5 µM]	115[5 µM]

Remaining list, next part:
structure	SNB-75	SNB-19	SF-539	A498	U251	NCI-H23	SF-268	SF-295	CAKI-1
CCOc1cccc(N(CCN(C)C)C(=O)C(c2ccccc2)c2ccccc2)c1	63	89	85	68	78	99	84	96	77
N=c1c2c(-c3ccccc3)c(-c3ccccc3)oc2ncn1NC(=O)c1cccnc1	105	96	97	74	102	93	106	101	94
O=C1OC(=O)c2c1ccc1ccccc21	89	99	104	116	nt	90	103	101	98
CCCCOC(=O)C(=O)OCCCC	92	113	105	111	nt	110	107	nt	108
CS(=O)(=O)c1ccc(-c2nc3cc(Cl)ccc3n2CC(=O)NN)cc1	79	97	87	95	93	94	94	95	90
CCCCCCCSc1ccc(C(=O)O)cc1	71	95	100	98	95	102	109	94	103
C[n+]1cccc(C(=O)NN)c1	83	108	102	76	97	97	97	105	90
C=CCN(CC=C)S(=O)(=O)c1ccccc1	84	111	93	92	90	105	102	98	nt
COC(c1cc2c(cc1Br)OCO2)C(C)Br (stereo not given)	86	107	98	129	99	96	96	99	92
O=C(/C(=N/O)S(=O)(=O)c1ccccc1)c1ccc(Cl)cc1	94	106	99	100	99	96	101	103	102

New compounds follow:
structure	SNB-75	SNB-19	SF-539	A498	U251	NCI-H23	SF-268	SF-295	CAKI-1
CCOc1ccc(-n2nc(C(=O)NCc3cccc(C)c3)nc2-c2cc(OC)c(OC)c(OC)c2)cc1	67	87	93	101	93	92	96	92	nt
CC(=O)[C@H]1CC[C@H]2[C@@H]3CC[C@@H]4CC(=O)CC[C@]4(C)[C@H]3C[C@H](O)[C@]12C	104	nt	111	86	97	100	98	103	75
COC(=O)[C@]1(C)CCC[C@]2(C)[C@H]3C[C@H]4C(C(C)C)=C[C@]3(CC[C@H]21)[C@@H]1C(=O)CC[C@H](OCCC#N)[C@@H]14	88	90	92	105	78	85	74	78	68
Cc1ccc2c(c1)/C(=N/c1nc(-c3ccc(O)cc3)cs1)C(=O)N2	98	97	109	97	102	93	97	106	93
COc1cc(OC)c(/C=C/S(=O)(=O)Cc2ccc(OC)c(NCC(=O)NO)c2)c(OC)c1	28	18	-5.6*	-12*	13	15	32	6.9*	26
O=C1NC(=O)C(c2coc3ccc(O)cc23)=C1c1c[nH]c2ccccc12	65	93	85	48	82	77	77	105	40
O=c1[nH]c2ccc(Cl)cc2cc1CSc1nccc(-c2ccc(-c3ccccc3)cc2)n1	71	nt	62	132	83	73	95	71	73
O=C1Cn2c(nc3ccccc32)N1	95	96	95	132	101	95	99	90	96
COc1cc2c(c(OC)c1OC)C(=O)CC(c1cccc(NC(=O)c3cccc(N)c3)c1)O2 (stereo not given)	78	86	95	99	81	91	82	93	66
CC(C)CCOCC(O)CNCCN (stereo not given)	102	nt	105	103	99	102	107	95	88
